Assay outcomes (PubChem BioAssay)
MPTP block = blocks calcium-induced mitochondrial swelling; isolated mouse mitochondria, Ca2+ swelling absorbance, 30 min; inhibition, % at 10 µM; 360,000 tested, 1.4% active;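 active = inhibition of 50% or more, scaled per plate between neutral and stimulator controls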;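 also: 0% = DMSO wells given calcium and 100% = 1 mM EGTA wells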
APJ antag = antagonists of human APJ apelin receptor | P35414 | CHO-K1 APJ beta-arrestin complementation, luminescence | inhibition, % at 20 µM | 330,000 tested, 0.32% active;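 active = inhibition above about 40% at 20 µM, limit read from the data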;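 also: cells challenged with 10 nM apelin-13 agonist together with compound; plate controls were apelin-13 plus DMSO wells for no effect and DMSO wells lacking apelin-13 for full effect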
Target sequence (P35414 whole entry, looked up): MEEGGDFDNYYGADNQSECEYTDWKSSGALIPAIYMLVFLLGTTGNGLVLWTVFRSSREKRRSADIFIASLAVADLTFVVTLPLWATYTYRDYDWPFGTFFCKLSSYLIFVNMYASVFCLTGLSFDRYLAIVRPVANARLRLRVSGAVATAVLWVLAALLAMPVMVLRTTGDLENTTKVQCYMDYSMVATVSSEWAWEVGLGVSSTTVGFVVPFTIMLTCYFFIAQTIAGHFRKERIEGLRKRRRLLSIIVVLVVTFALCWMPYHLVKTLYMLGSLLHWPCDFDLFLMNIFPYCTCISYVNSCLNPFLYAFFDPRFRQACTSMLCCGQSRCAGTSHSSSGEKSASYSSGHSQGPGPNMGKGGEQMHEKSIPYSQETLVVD
beta cell repl = induces beta-cell replication in MIN6 cells. MIN6 cells proliferation, ATPlite luminescence, 48 h; cells starved in 0.2% serum; 100% = growth in 10% serum. proliferation, % at 10 µM. 330,000 tested, 0.29% active;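 active = compounds whose signal lies at least 3.5 SD above the mean of all wells on their plate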;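 also: 0% = DMSO-treated cells in low-serum medium and 100% = 10% serum control; some compounds called inactive have numbers as strong as hits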
APJ agonist = APJ receptor agonism | P35414 | CHO-K1 APJ PathHunter beta-arrestin, luminescence; 0% DMSO wells, 100% apelin | activation, % at 20 µM | 330,000 tested, 0.11% active;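 active = activation more than six SD over the plate average, tested at 20 µM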;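 also: 0% = DMSO alone and 100% = apelin-13 at 10 nM; some results filed as inactive read as strong as hits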
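Test system – PathHunter CHO-K1 APJ (AGTRL-1) beta-arrestin reporter cells · Input – 1000 cells/well · Compound – single test compound dose, 20 µM final, 1% DMSO · Times – compound stimulation 90 min at 25 °C, detection 60 min · Technique – beta-gal luminescence · Read-out basis – APJ–arrestin association signal · Control set – negative DMSO alone, positive Apelin-13 at 10 nM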
NLRP3 yeast inh = blocks the NALP3 inflammasome reconstituted in yeast; inhibition, % at 10 µM; Yeast reconstituted NLRP3/ASC/caspase-1, beta-gal luminescence, 24 h; 330,000 tested, 0.39% active;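 active = inhibition of 50% or more; inactive = inhibition below 50%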;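 also: plate controls were induced DMSO wells for no effect and uninduced yeast grown without galactose for full effect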
tim23-1 inh = growth inhibitors of tim23-1 mutant yeast; inhibition, % at 20 µM; S. cerevisiae tim23-1 growth, BacTiter-Glo luminescence, 24 h; 330,000 tested, 1.3% active;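 active = growth inhibition of the mutant yeast at or above 50%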;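 also: temperature-sensitive mutant grown at 25 °C; plate controls were DMSO-treated mutant yeast for no effect and medium wells lacking yeast for full effect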
GRIN3A LBD mod = NR3A (human) ligand-binding domain modulation; Tm shift relative to glycine control, % at 25 µM; AID 1259313; 340,000 tested, 2.5% active; NR3A LBD differential scanning fluorimetry, Tm shift; 0% = protein alone, 100% = glycine-bound protein;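 active = melting temperature shift of at least 10% of the positive control shift, at one fixed dose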
tim10-1 inh = inhibits growth of tim10-1 mutant yeast | S. cerevisiae tim10-1 ts strain growth, BacTiter-Glo, 24 h | inhibition, % at 20 µM | 330,000 tested, 2.2% active | AID 463190;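 active = inhibition of at least 40%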;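 also: mutant grown at 25 °C; 0% = DMSO wells with yeast and 100% = wells holding no yeast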
TIM10 inh = TIM10 yeast growth inhibition; S. cerevisiae TIM10 strain growth, BacTiter-Glo luminescence, 24 h; inhibition, % at 10 µM; 330,000 tested, 1.4% active;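 active = inhibition of 40% or more at the single tested concentration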;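 also: wild-type TIM10 isogenic control strain grown at permissive 25 °C; 0% = DMSO yeast wells and 100% = minimal medium wells without yeast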
Starred values were filed as active, the others as inactive; nt = not tested or not shown.

item | SMILES | MPTP block | APJ antag | beta cell repl | APJ agonist | NLRP3 yeast inh
1 | COC(=O)c1c(N2C(=O)CC(Sc3ncccc3C(=O)O)C2=O)sc(C)c1C (stereo not given) | 0.7 | 5.1 | -0.4 | -4.1 | 4.3
2 | Cc1ccc(CN(C)C(=O)C2CCC(=O)N(C3CCCCCC3)C2)cc1 (stereo not given) | -1.4 | 3.1 | -0.5 | -2.2 | 7.2
3 | COc1ccc(S(=O)(=O)N(C)CC(=O)N2CCCCCC2)cc1OC | -0.8 | -1.0 | -2.8 | 2.3 | -17.4
4 | CN(CC(=O)Nc1ccc(N2CCOCC2)cc1)C(=O)c1cc2c(s1)CCCC2 | -2.0 | -74.3 | -2.1 | 0.9 | 14.1
5 | CCNc1nc(NCC)n2c(SCC(=O)Nc3ccccc3)nnc2n1 | 0.9 | 1.9 | -2.4 | -2.1 | -12.3
6 | COc1cc(/C=C/C(=O)O)cc(S(=O)(=O)NCC2CCCO2)c1OC (stereo not given) | 0.4 | -10.2 | -2.5 | -0.3 | -11.7
7 | COc1ccccc1-n1cnc2cc(NCc3ccccc3O)ccc21 | 2.5 | -9.1 | 0.0 | -0.8 | 10.6
8 | Cc1ccc(Cn2nnc3c(=O)[nH]c(C4CCN(C(=O)c5cccs5)CC4)nc32)cc1 | -2.5 | 12.3 | -0.6 | 0.0 | -11.2
9 | CC(C)(C)C(=O)Nc1ccc(C(=O)N/N=C/C2CC3C=CC2C3)cc1 (stereo not given) | 0.1 | 3.5 | -0.4 | -4.7 | 11.9
10 | COc1ccc(NC(=O)N(C)C[C@H]2Oc3ccc(NS(=O)(=O)c4cccs4)cc3C(=O)N([C@@H](C)CO)C[C@@H]2C)cc1 | -2.1 | -0.9 | -0.9 | -2.4 | 7.3
11 | CCCC1CCc2c(sc(NC(=O)OCC)c2C#N)C1 (stereo not given) | 0.4 | 11.7 | -1.9 | -3.2 | 26.4
12 | O=C(Cn1c(=O)oc2cc(S(=O)(=O)N3CCCCC3)ccc21)N1CCc2ccccc21 | 0.6 | -2.6 | -1.9 | 2.7 | 12.0

item | tim23-1 inh | GRIN3A LBD mod | tim10-1 inh | TIM10 inh
1 | 12.3 | 3.7 | -3.5 | 7.0
2 | 21.2 | -3.0 | 23.0 | 3.7
3 | 4.6 | -0.9 | 18.9 | 7.9
4 | 27.0 | -2.1 | -4.1 | -12.0
5 | 13.5 | -0.2 | 8.3 | -15.5
6 | 12.3 | -0.4 | -11.8 | 10.2
7 | 21.4 | -0.1 | 6.5 | 11.6
8 | 16.5 | -1.3 | 10.5 | 2.4
9 | -1.8 | -24.0 | 11.8 | 0.6
10 | 8.7 | 2.9 | -4.4 | -3.5
11 | 20.6 | 3.0 | 15.2 | 10.6
12 | -20.5 | 1.6 | -18.6 | -13.7

(cont.)
item | SMILES | MPTP block | APJ antag | beta cell repl | APJ agonist | NLRP3 yeast inh
13 | O=C(CCNS(=O)(=O)c1ccc(OC(F)(F)F)cc1)N1CCCC1 | 0.0 | -16.4 | -1.0 | -7.1 | -5.0
14 | O=C1c2ccccc2C(Nc2ccccc2F)N1c1cccnc1 (stereo not given) | -0.8 | 6.6 | 5.0 | -1.6 | -2.4
15 | COc1cccc(C(=O)NCC(c2cccnc2)N2CCN(c3ccccc3OC)CC2)c1 (stereo not given) | 2.1 | -14.1 | -0.3 | -3.1 | 18.6
16 | COC(=O)c1cc(S(=O)(=O)Nc2nn(C)c3cccc(F)c23)oc1C | 2.6 | 2.3 | -1.7 | -0.5 | 24.1
17 | Cc1ccc(COc2coc(CN3CCN(C(=O)c4ccco4)CC3)cc2=O)cc1 | -1.3 | 15.8 | 3.1 | -7.8 | 27.9
18 | CCCOc1ccc(OCCNC2CCCC2)cc1 | 4.2 | -12.5 | -2.5 | 0.2 | 6.5
19 | S=C(c1ccc(-c2ccc(Cl)cc2)o1)N1CCCCC1 | 0.2 | 1.6 | -4.8 | -7.2 | 6.0
20 | CC(C)(C)OC(=O)C[C@H]1C/C=C\C[C@@H](CC(=O)N(CCO)Cc2ccccc2)C(=O)NC[C@@H](c2ccccc2)OC1=O | -2.6 | 22.5 | -3.7 | -1.4 | 22.8
21 | Cc1ccc(S(=O)(=O)N(Cc2ccccc2)c2ccccc2C(=O)NCc2cccnc2)cc1 | -0.6 | 2.2 | 0.0 | -2.7 | -4.6
22 | C=CCOC(=O)C1=C[C@H](c2ccc(Br)cc2)C[C@H](OCCCCO)O1 | -2.0 | 4.5 | -1.9 | -5.9 | 6.0
23 | O=C1CCN2C=Nc3cccc4ccc1c2c34 | -0.3 | -50.8 | -1.2 | 9.2 | 18.4
24 | Cc1nc(N)sc1-c1csc(Nc2ccc(S(N)(=O)=O)cc2)n1 | 0.8 | 12.0 | 2.2 | 2.9 | 16.4

item | tim23-1 inh | GRIN3A LBD mod | tim10-1 inh | TIM10 inh
13 | 15.0 | 0.6 | 6.9 | -0.6
14 | -1.6 | -1.2 | 12.0 | 10.6
15 | -9.7 | -0.2 | -1.4 | -0.9
16 | 10.8 | -3.7 | -12.4 | -5.1
17 | 2.4 | 0.3 | -9.6 | -7.1
18 | 12.1 | 0.4 | 0.0 | 3.3
19 | 10.1 | -6.8 | 22.1 | 6.0
20 | 7.7 | -2.1 | -1.8 | 4.7
21 | 24.4 | -7.1 | 40.9* | 13.8
22 | 18.1 | -0.3 | 30.0 | 16.7
23 | -6.4 | 2.1 | 10.6 | 16.9
24 | -2.4 | 2.7 | -32.3 | -2.8

Following part.
item | SMILES | MPTP block | APJ antag | beta cell repl | APJ agonist | NLRP3 yeast inh
25 | O=C(NC(=S)NNC(=O)c1ccco1)c1ccc(Br)cc1 | 0.1 | 13.0 | -4.0 | -5.5 | 24.1
26 | COc1ccc(N2CCN(C(=O)C3CCCN(S(=O)(=O)c4cccc5cccnc45)C3)CC2)cc1 (stereo not given) | -1.4 | 13.9 | -1.6 | -3.0 | -13.0
27 | O=C(C1CCC(CNS(=O)(=O)c2ccc(F)cc2)CC1)N1CCOCC1 (stereo not given) | 0.1 | 7.0 | -3.1 | -1.8 | 6.3
28 | COCCCNC(=O)COc1cc2c(c3oc(=O)c(C)c(C)c13)CCC(C)(C)O2 | 1.4 | 18.5 | -0.5 | 0.1 | 14.9
29 | COc1cc(C(=S)N2CCOCC2)cc(OC)c1OC(=O)c1ccc(F)cc1 | -0.9 | -5.4 | 1.1 | -1.5 | 6.4
30 | O=C(CN(C(=O)CNC(=O)c1cccs1)c1ccc(F)cc1)NC1CCCCC1 | 1.2 | -9.9 | 0.3 | -2.7 | 1.0
31 | CN(C)C(C)(C)/C=C/C(O)(c1ccccc1)c1ccccc1 | 1.6 | 8.2 | -1.2 | -2.7 | 5.8
32 | O=C(CCn1cnc2ccccc21)N/N=C/c1ccccc1O | 13.5 | -8.2 | -1.1 | -1.7 | 11.1
33 | OCCNCCNCc1ccc(-c2ccccc2)cc1 | nt | -23.6 | -2.8 | -4.3 | 11.5
34 | NC(=O)C1CCN(C(=O)c2ccc3c(=O)n(Cc4ccco4)c(SCC(=O)c4ccc(F)cc4)nc3c2)CC1 | nt | 9.4 | 3.1 | -2.2 | 2.8
35 | CCOc1cc(N2CCOCC2)c(OCC)cc1NC(=O)C(C)C | 0.1 | -44.7 | -3.0 | -2.0 | -2.8
36 | COC(=O)CC(=O)CSc1nc(C)cc(C)c1C#N | -0.4 | -0.6 | -2.2 | 7.7 | -3.5

item | tim23-1 inh | GRIN3A LBD mod | tim10-1 inh | TIM10 inh
25 | 7.2 | -1.4 | 41.2* | 9.3
26 | 22.6 | -0.2 | 21.2 | 11.3
27 | -0.4 | 0.6 | -3.3 | -10.1
28 | -0.5 | 0.6 | 4.4 | -0.1
29 | 24.3 | 0.0 | 28.1 | 11.9
30 | -2.9 | -0.3 | -4.0 | 3.7
31 | -8.8 | 1.5 | -14.6 | -9.0
32 | -0.3 | -0.3 | 11.8 | 7.1
33 | -38.7 | nt | 2.4 | 1.6
34 | -2.9 | nt | 7.4 | 8.2
35 | 3.9 | -0.4 | -6.8 | -14.8
36 | -0.2 | -1.3 | 9.9 | -20.6

Remaining list, next part
item | SMILES | MPTP block | APJ antag | beta cell repl | APJ agonist | NLRP3 yeast inh
37 | CSCCC(NC(=O)COc1ccccc1)C(=O)N1CCN(c2ccccc2F)CC1 (stereo not given) | 0.4 | 16.5 | -2.3 | -2.1 | 16.1
38 | CCOC(=O)N=Nc1c(O)n(CC)c2ccccc12 | -0.3 | 13.0 | 0.0 | 2.4 | -2.5
39 | COc1cc(/C=N/NC(=O)CNc2n[nH]c(=O)[nH]c2=O)ccc1OCc1ccccc1 | 2.1 | -2.7 | -1.9 | -1.5 | 8.3
40 | Cc1cn(C2OC(COC(=O)c3ccccc3)C(O)C2O)c(=O)[nH]c1=O (stereo not given) | -0.4 | 7.9 | -2.0 | -3.9 | 6.6
41 | O=C(O)CSc1ncn[nH]1 | -0.4 | 12.3 | 2.7 | -0.1 | 10.5
42 | COc1ccc2[nH]c3c(=O)n(CCCN4CCOCC4)cnc3c2c1 | -1.8 | -10.3 | 4.6 | -2.5 | 0.2
43 | CC(C)CC(NC(=O)c1ccccc1)C(=O)N/N=C/c1ccco1 (stereo not given) | 0.7 | 8.1 | -0.1 | -3.7 | -1.4
44 | Cc1ccc(Cl)c2sc(NC(=O)C3CC3)nc12 | -0.1 | 9.3 | 2.4 | -4.6 | -4.7
45 | O=C(NCCc1c[nH]c2ccccc12)c1cccc(S(=O)(=O)Nc2ccccc2Cl)c1 | 2.1 | -16.4 | 0.0 | 1.7 | 9.7
46 | NC(=O)COc1c(-c2ccc(Br)o2)oc2ccccc2c1=O | 0.3 | 0.3 | -2.5 | -2.6 | 13.9

item | tim23-1 inh | GRIN3A LBD mod | tim10-1 inh | TIM10 inh
37 | 15.3 | -0.9 | 19.3 | 3.7
38 | 11.0 | 1.4 | 11.2 | 6.9
39 | 7.5 | -1.4 | -6.9 | 4.5
40 | -4.5 | 0.0 | -32.7 | -15.2
41 | -13.2 | -1.8 | -44.2 | -6.5
42 | -3.0 | -0.9 | 0.2 | 1.4
43 | 3.7 | -1.7 | 7.7 | 14.0
44 | 13.7 | 0.3 | 15.9 | 18.1
45 | 9.2 | 4.5 | 14.3 | -10.7
46 | 12.9 | -3.6 | 29.9 | 17.7

Compound profiles (already shown). Order of values: MPTP block	APJ antag	beta cell repl	APJ agonist	NLRP3 yeast inh	tim23-1 inh	GRIN3A LBD mod	tim10-1 inh	TIM10 inh
CN(CC(=O)Nc1ccc(N2CCOCC2)cc1)C(=O)c1cc2c(s1)CCCC2 as listed: -2.0	-74.3	-2.1	0.9	14.1	27.0	-2.1	-4.1	-12.0
COC(=O)CC(=O)CSc1nc(C)cc(C)c1C#N as listed: -0.4	-0.6	-2.2	7.7	-3.5	-0.2	-1.3	9.9	-20.6
OCCNCCNCc1ccc(-c2ccccc2)cc1 as listed: nt	-23.6	-2.8	-4.3	11.5	-38.7	nt	2.4	1.6
O=C(CCn1cnc2ccccc21)N/N=C/c1ccccc1O as listed: 13.5	-8.2	-1.1	-1.7	11.1	-0.3	-0.3	11.8	7.1
COc1cccc(C(=O)NCC(c2cccnc2)N2CCN(c3ccccc3OC)CC2)c1 (stereo not given) as listed: 2.1	-14.1	-0.3	-3.1	18.6	-9.7	-0.2	-1.4	-0.9

Only APJ antag and NLRP3 yeast inh (2 entries from above):
No. | structure | APJ antag | NLRP3 yeast inh
7 | COc1ccccc1-n1cnc2cc(NCc3ccccc3O)ccc21 | -9.1 | 10.6
8 | Cc1ccc(Cn2nnc3c(=O)[nH]c(C4CCN(C(=O)c5cccs5)CC4)nc32)cc1 | 12.3 | -11.2
